Compound activity: PubChem BioAssay, several laboratories
Exocytosis inh: lytic granule exocytosis inhibition; TALL-104 LAMP-1 surface exposure, flow cytometry; cells stimulated with thapsigargin and PMA; inhibition, % at 10 µM; 360,000 tested, 0.66% active; AID 651702;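 active = inhibition above about 55%, limit read from the data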
ABHD5-PLIN5 inh: inhibitors of human ABHD5-perilipin-5 interaction | Q00G26+Q8WTS1 | Split G. princeps luciferase complementation, luminescence, 4 h | inhibition, % at 4 µM | 360,000 tested, 0.78% active | AID 602281;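 active = inhibition above the mean inhibition across every tested compound plus 3 SD, cut at about 22% in these data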;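 also: 0% = DMSO only wells and the 100% control is not disclosed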
Target sequence (Q00G26 whole entry, looked up): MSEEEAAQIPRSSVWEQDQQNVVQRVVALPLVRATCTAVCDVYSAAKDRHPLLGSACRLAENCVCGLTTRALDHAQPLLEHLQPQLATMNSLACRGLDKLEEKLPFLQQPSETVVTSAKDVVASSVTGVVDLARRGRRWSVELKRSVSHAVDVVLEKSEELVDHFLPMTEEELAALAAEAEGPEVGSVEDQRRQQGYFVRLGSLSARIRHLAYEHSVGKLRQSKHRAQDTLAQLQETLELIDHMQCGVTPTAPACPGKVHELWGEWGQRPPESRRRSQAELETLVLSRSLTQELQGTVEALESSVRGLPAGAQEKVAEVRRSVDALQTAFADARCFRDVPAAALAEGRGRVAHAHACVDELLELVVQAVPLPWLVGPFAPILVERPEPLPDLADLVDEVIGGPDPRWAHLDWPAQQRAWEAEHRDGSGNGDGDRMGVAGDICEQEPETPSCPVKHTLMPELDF
Target sequence (Q8WTS1 whole entry, looked up): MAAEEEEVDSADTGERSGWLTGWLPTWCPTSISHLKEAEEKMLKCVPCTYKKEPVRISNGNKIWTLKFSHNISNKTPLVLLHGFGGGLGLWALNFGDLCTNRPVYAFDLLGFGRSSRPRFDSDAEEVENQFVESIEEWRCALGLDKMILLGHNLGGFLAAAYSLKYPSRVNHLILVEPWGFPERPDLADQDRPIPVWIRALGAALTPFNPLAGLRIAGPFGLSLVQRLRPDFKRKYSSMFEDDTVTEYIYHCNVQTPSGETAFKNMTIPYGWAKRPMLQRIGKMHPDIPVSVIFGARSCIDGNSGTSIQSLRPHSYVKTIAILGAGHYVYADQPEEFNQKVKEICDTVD
m5-HT2A agonist: mouse HTR2A agonism via beta-arrestin recruitment; P35363; CHO-K1 mHTR2A beta-arrestin complementation, luminescence; percent of 30 µM serotonin response; activation, % at 7.6 µM; 360,000 tested, 0.66% active; AID 624169;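 active = activation above a run cutoff, the mean activation of all tested compounds plus 3 SD, cut at about 14% in these data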;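 also: 0% = plate median of compound wells and 100% = 30 µM serotonin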
aDG glyco up: alpha-DG glycosylation activation. Pro5-aDG cells, alpha-DG glycosylation AlphaScreen (IIH6); 0% Pro5, 100% B10-LARGE cell signal. activation, % at 10 µM. 360,000 tested, 0.22% active. AID 624168;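 active = activation of at least 8% versus controls, or a plate z-score of at least 8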;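 also: Pro5 are CHO cells carrying HIG-tagged alpha-DG that lacks glycosylation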
H9c2 protect: myocardial damage modulation in H9c2 cells. H9c2 cardiomyocytes, H2O2 injury protection, ATPLite, 2 h. protection from H2O2 cell death, % at 20 µM. 360,000 tested, 0.63% active. AID 588492;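 active = compounds giving at least 50% protection of heart cells from peroxide-induced death in the single-dose screen, raw or plate-pattern-corrected value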;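 also: 0% = DMSO wells with peroxide and 100% = DMSO wells without peroxide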
ABCB6 inh 2: blocks the human ABCB6 transporter; Q9NP58; K562-ABCB6 porphyrin accumulation, flow cytometry, 1 h; stronger effect = lower value; fluorescence ratio to DMSO, % at 10 µM; 360,000 tested, 0.19% active;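 active = fluorescence ratio to DMSO below 75%, the collection mean minus 3 SD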;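 also: signal is porphyrin accumulated inside mitochondria; 100% equals median channel fluorescence of DMSO control wells; lower ratio means ABCB6 inhibition with less porphyrin fluorescence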
hiPSC survival: increases survival of single human iPS cells. hiPSC single-cell survival, ATPlite luminescence; 100% = ROCK inhibitor wells, 0% = DMSO. survival enhancement, % at 20 µM. 360,000 tested, 0.044% active; in the data active = survival enhancement above about 18%;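 also: cells exposed to compounds for 16 hours before the ATP read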
MC4R antagonist: human MC4R antagonism in cAMP assay. P32245. MC4R-expressing cells, MTII-stimulated cAMP, LANCE TR-FRET. inhibition, % at 6.5 µM. 360,000 tested, 0.48% active. AID 540295;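 active = inhibition above its plate's cutoff, the mean of tested wells on that plate plus 3 SD, cut at about 29% in these data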;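 also: 0% = Melanotan II alone and 100% = Melanotan II plus saturating MCL0020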
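material = U2OS cells stably expressing human melanocortin 4 receptor (MC4R) | also added = Melanotan II challenge | dosing = single nominal compound dose of 6.5 µM | detection = TR-FRET with Eu-cAMP and labeled anti-cAMP, 671 nm | replication = singlicate | timing = compound 30 min, challenge 1 h, detection 1 h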
MC4R barr agon: activates human MC4R beta-arrestin recruitment. U2OS MC4R beta-arrestin complementation, luminescence; percent of melanotan II response, DMSO zero. activation, % at 8.9 µM. AID 540308. 360,000 tested, 0.98% active;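 active = activation above a per-plate cutoff, the mean activation of sample wells on that plate plus 3 SD, cut at about 8% in these data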
N-glyco inh: blocks N-linked glycosylation in D54 reporter cells. D54 ERlucT glycosylation luciferase reporter, 24 h; percent of 100 nM tunicamycin response. reporter increase, % at 12.5 µM. 360,000 tested, 0.23% active. AID 588692;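 active = mean luciferase reporter signal, scaled so untreated is 0 and the glycosylation-blocking control 100, at or above a set limit in every replicate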;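 also: luciferase carries N-glycosylation sites so blocking glycosylation raises the light; 0% = median of neutral control wells and 100% = median of 100 nM tunicamycin wells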
* marks the source's active call; other numbers are inactive results; nt = not tested or not shown; & = joins results of further samples. The order is random. About 4.5% of those tested had a hit in this group.

no.	structure	aDG glyco up	Exocytosis inh	ABHD5-PLIN5 inh	MC4R antagonist	m5-HT2A agonist	N-glyco inh	ABCB6 inh 2	H9c2 protect	MC4R barr agon	hiPSC survival
1	CC(C)CC(=O)NCc1ccc(F)cc1	-0.5	0	0	12	3	2	90	-7	-2.7	0.5
2	Cc1cc2occ(CC(=O)NC3(C)CCS(=O)(=O)C3)c2cc1C (stereo not drawn)	-0.2	8	2	-1	10	0	100	7	-1.4	-0.4
3	COC(=O)c1c(NS(=O)(=O)c2ccccc2)csc1C	0.0	-4	-1	4	-3	-4	101	6	-0.6	0.9
4	Nc1ncc(Br)cc1S(=O)(=O)N1CCCCCC1	-0.3	-4	2	4	1	-4	91	-5	-1.3	0.2
5	Cc1noc(C)c1S(=O)(=O)N1CCCC(C(=O)NCCc2ccccc2)C1 (stereo not drawn)	-0.1	1	5	-1	1	2	93	0	0.1	5.5
6	O=C(CSc1nnnn1C1CCCC1)NCc1ccc2c(c1)OCO2	0.0	1	5	1	0	1	100	-1	-0.6	-0.3
7	O=C(N/N=C/c1ccc(OC(F)F)cc1OC(F)F)c1ccc(Br)cc1	-0.1	-2	-4	5	-10	0	97	7	-1.2	0.2
8	COc1ccc(CNC(=O)C(C)OC(=O)C23CC4CC(CC(O)(C4)C2)C3)cc1 (stereo not drawn)	-0.2	-6	-4	6	0	1	89	-3	-1.1	1.0
9	COc1ccc(-c2nc3cc(C)ccn3c2NC2CCCCC2)cc1SC1CCCCC1	3.0&1.9	17&51	1&0	14	-11&-8	-15	153&157	-22	-0.7	0.7&-1.7
10	C[C@@H]1CN([C@H](C)CO)C(=O)c2cccc(NC(=O)NC3CCCCC3)c2O[C@@H]1CN(C)C(=O)Nc1ccc(C(F)(F)F)cc1	0.1	50	-11	12	8	6	92	-12	-1.5	-0.3
11	Cc1ccccc1CS(=O)(=O)CCC(=O)NCc1ccccn1	-0.4	2	-7	13	-4	-1	98	17	-1.2	-1.8
12	COC(=O)c1ccc(C2=NOC(C)(c3sc(-c4ccc(Cl)cc4)nc3C)C2)cc1 (stereo not drawn)	-0.2	-4	-2	-4	-3	4	97	-13	-0.6	-0.3
13	CCOC(=O)c1oc2ccccc2c1NC(=O)c1ccc2c(c1)OCO2	0.3	2	5	11	4	2	111	-6	9.4*	-1.7
14	Cc1ccc([N+](=O)[O-])cc1NC(=O)c1ccoc1C	0.1	0	4	-1	0	0	99	0	-0.6	-0.6
15	CCCn1c(N/N=C\C=C\c2ccccc2)nc2c1c(=O)[nH]c(=O)n2C	-0.5	-2	3	-3	-1	7	93	13	-3.3	1.1
16	CCOC(=O)C1(CCOc2ccccc2)CCN(CCCn2cccn2)CC1	0.4	59*	0	-4	2	-1	95	-3	-3.9	0.0
17	O=C1CCCC2=C1C(c1cn(-c3ccccc3)nc1-c1cccs1)c1c([nH]c(=O)[nH]c1=O)N2 (stereo not drawn)	-0.3	-1	-4	9	0	0	93	6	2.3	-1.6
18	COC(=O)N/C(C)=C1/NC(=O)c2ccccc2C(c2ccccc2)N1 (stereo not drawn)	-0.3	3	1	10	-3	-1	118	4	-2.9	7.5
19	CCOC(=O)C1(C)CCN1C(=O)c1ccccc1Br (stereo not drawn)	0.0	0	7	3	2	1	91	4	0.3	0.0
20	CCCCCc1nc(-c2nonc2N)no1	-0.4	0	2	-3	2	1	94	0	-0.5	-1.5
21	Cc1nc(-c2ccc(S(=O)(=O)Oc3ccc(Cl)cc3Cl)s2)cs1	0.0	4	-5	-16	7	3	91	-10	1.1	0.0
22	CCCCCCC1CCC(c2nc(-c3ccncc3)no2)CC1 (stereo not drawn)	0.1	-2	-2	10	2	-1	100	-12	-0.7	-1.0
23	O=C(CCSc1ccc(Cl)cc1)NN=C1CCCCCC1	-0.1	-2	-1	0	-3	-3	105	0	-1.2	0.4
24	Cc1cccc(NC(=O)CSCC(=O)Nc2cc(C(F)(F)F)ccc2N2CCOCC2)c1	0.2	18	3	0	-4	1	98	3	-0.9	-0.2
25	Cc1ccccc1NC(=O)CSCc1cc(=O)n2ccsc2n1	0.0	3	5	-1	-2	1	100	5	-2.4	-0.4
26	CCN(CC)S(=O)(=O)c1ccc(N2CCOCC2)c(NC(=O)COc2ccccc2C)c1	0.5	3	-5	3	-4	-4	91	3	-0.1	0.1
27	Cc1ccc(S(=O)(=O)N2CC[C@@H]2C(=O)O)cc1	-0.1	1	6	-6	-3	1	84	-2	0.4	0.4
28	COc1ccc(S(=O)(=O)N2CCN(C(=O)C3CCCO3)CC2)cc1 (stereo not drawn)	-0.3	-1	-1	0	-2	-1	87	5	-2.6	0.0
29	Cc1ccc(C)c(OCCC(=O)N2CCN(S(=O)(=O)c3cc(C)ccc3C)CC2)c1	0.6	2	-2	1	-3	-4	101	-5	-2.0	1.2
30	Cc1c(C(=O)c2no[n+]([O-])c2C(=O)c2cnn(C)c2C)cnn1C	0.4	48	29*	6	-2	2	92	-33	3.3	-4.6
31	O/N=C(\c1ccc2c(c1)OCCO2)C1CCCCC1	-0.3	0	1	-2	2	-1	97	-12	-0.6	-2.9
32	C=CCn1c(-c2ccoc2)n[nH]c1=S	0.4	1	8	0	6	4	94	10	1.4	3.9
33	CCc1nnc(NC(=O)CCC(=O)Nc2ccc(Cl)cc2)s1	0.3	-8	4	-2	0	2	96	17	-0.8	0.2
34	COCC(C)n1c(C)cc(C(=O)CSc2nnnn2C2CCCC2)c1C (stereo not drawn)	-0.1	5	1	-10	-2	-12	95	-3	-3.4	-0.3
35	COc1ccc(C(CNC(=O)CCOc2ccccc2)N(C)C)cc1 (stereo not drawn)	0.1	4	-4	0	-1	-1	97	-4	-0.1	0.5
36	COCCN(C(=O)COC(=O)C1CCC(C(C)(C)C)CC1)c1c(N)n(Cc2ccccc2)c(=O)[nH]c1=O (stereo not drawn)	0.0	1	-3	20	2	-5	95	-16	0.6	-0.5
37	O=c1cc(N2CCc3ccccc32)[nH]c(=O)n1-c1ccc(Cl)cc1	-0.2	-1	-2	3	-2	1	99	-6	-0.8	-1.6
38	COc1ccccc1N1CCN(C(=O)c2ccc(N3CCCCS3(=O)=O)cc2)CC1	2.2	-9	-6	-4	14	0	99	1	-0.1	-0.3
39	CCCCn1c(N)c(N(CCC(C)C)C(=O)COC(=O)c2ccccc2)c(=O)[nH]c1=O	0.0	-3	-10	7	4	-2	102	-6	-1.3	-0.3
40	O=C(O)c1nn(CCOc2c(Cl)cccc2Cl)c(=O)c2ccccc12	0.1	20	5	1	-13	-9	98	14	6.6	-0.4
41	O=C(NCCc1ccc(O)c(Br)c1)c1ccc(Br)o1	-0.3	-6	5	nt	-5	nt	123	nt	nt	2.3
42	COc1ccc(NC(=O)COc2ccc(C(=O)NC3CCCc4ccccc43)cc2OC)cc1 (stereo not drawn)	-0.2	-7	1	2	1	2	118	-16	1.6	0.0

Exported in transposed form: entries from further up
16	CCOC(=O)C1(CCOc2ccccc2)CCN(CCCn2cccn2)CC1
17	O=C1CCCC2=C1C(c1cn(-c3ccccc3)nc1-c1cccs1)c1c([nH]c(=O)[nH]c1=O)N2 (stereo not drawn)
18	COC(=O)N/C(C)=C1/NC(=O)c2ccccc2C(c2ccccc2)N1 (stereo not drawn)
19	CCOC(=O)C1(C)CCN1C(=O)c1ccccc1Br (stereo not drawn)
20	CCCCCc1nc(-c2nonc2N)no1
21	Cc1nc(-c2ccc(S(=O)(=O)Oc3ccc(Cl)cc3Cl)s2)cs1
22	CCCCCCC1CCC(c2nc(-c3ccncc3)no2)CC1 (stereo not drawn)
23	O=C(CCSc1ccc(Cl)cc1)NN=C1CCCCCC1

screen / no. | 16 | 17 | 18 | 19 | 20 | 21 | 22 | 23
aDG glyco up | 0.4 | -0.3 | -0.3 | 0.0 | -0.4 | 0.0 | 0.1 | -0.1
Exocytosis inh | 59* | -1 | 3 | 0 | 0 | 4 | -2 | -2
ABHD5-PLIN5 inh | 0 | -4 | 1 | 7 | 2 | -5 | -2 | -1
MC4R antagonist | -4 | 9 | 10 | 3 | -3 | -16 | 10 | 0
m5-HT2A agonist | 2 | 0 | -3 | 2 | 2 | 7 | 2 | -3
N-glyco inh | -1 | 0 | -1 | 1 | 1 | 3 | -1 | -3
ABCB6 inh 2 | 95 | 93 | 118 | 91 | 94 | 91 | 100 | 105
H9c2 protect | -3 | 6 | 4 | 4 | 0 | -10 | -12 | 0
MC4R barr agon | -3.9 | 2.3 | -2.9 | 0.3 | -0.5 | 1.1 | -0.7 | -1.2
hiPSC survival | 0.0 | -1.6 | 7.5 | 0.0 | -1.5 | 0.0 | -1.0 | 0.4

24	Cc1cccc(NC(=O)CSCC(=O)Nc2cc(C(F)(F)F)ccc2N2CCOCC2)c1
25	Cc1ccccc1NC(=O)CSCc1cc(=O)n2ccsc2n1
26	CCN(CC)S(=O)(=O)c1ccc(N2CCOCC2)c(NC(=O)COc2ccccc2C)c1
27	Cc1ccc(S(=O)(=O)N2CC[C@@H]2C(=O)O)cc1
28	COc1ccc(S(=O)(=O)N2CCN(C(=O)C3CCCO3)CC2)cc1 (stereo not drawn)
29	Cc1ccc(C)c(OCCC(=O)N2CCN(S(=O)(=O)c3cc(C)ccc3C)CC2)c1
30	Cc1c(C(=O)c2no[n+]([O-])c2C(=O)c2cnn(C)c2C)cnn1C

screen / no. | 24 | 25 | 26 | 27 | 28 | 29 | 30
aDG glyco up | 0.2 | 0.0 | 0.5 | -0.1 | -0.3 | 0.6 | 0.4
Exocytosis inh | 18 | 3 | 3 | 1 | -1 | 2 | 48
ABHD5-PLIN5 inh | 3 | 5 | -5 | 6 | -1 | -2 | 29*
MC4R antagonist | 0 | -1 | 3 | -6 | 0 | 1 | 6
m5-HT2A agonist | -4 | -2 | -4 | -3 | -2 | -3 | -2
N-glyco inh | 1 | 1 | -4 | 1 | -1 | -4 | 2
ABCB6 inh 2 | 98 | 100 | 91 | 84 | 87 | 101 | 92
H9c2 protect | 3 | 5 | 3 | -2 | 5 | -5 | -33
MC4R barr agon | -0.9 | -2.4 | -0.1 | 0.4 | -2.6 | -2.0 | 3.3
hiPSC survival | -0.2 | -0.4 | 0.1 | 0.4 | 0.0 | 1.2 | -4.6
